High-throughput results (PubChem BioAssay)
DAX1 inh-1: blocks DAX1 repression of SF-1 activated StAR promoter. inhibition, % at 6.8 µM. HEK293T StAR-luciferase reporter, SF-1/DAX-1 repression relief. hit rate 1.1% among 370,000. AID 652010;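 active = inhibition above the mean over all tested compounds plus 3 SD, cut at about 3.6% in these data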;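 also: 0% = DAX-1 cells with DMSO and 100% = cells lacking DAX-1 with DMSO; higher inhibition means more luminescence from relief of DAX-1 repression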
ssDAF12 agonist: activates DAF-12 receptor from parasite S. stercoralis; HEK293 ssDAF-12/GRIP1 lit1-tk-luc reporter, luminescence; % of 3 µM dafachronic acid response; activation, % at 6.8 µM; hit rate 1% among 370,000; AID 652126;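 active = activation above the mean over all tested compounds plus 3 SD, cut at about 0.9% in these data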;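 also: 0% = DMSO-only wells and 100% = 3 µM delta7-dafachronic acid wells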
SMARCA2 act: SMARCA2 function activation, primary screen. MG213 cells, MMTV-luciferase reporter, dexamethasone, overnight. hit rate 1% among 370,000. activation, % at 9.1 µM; in the data active = activation above about 7.8%;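 also: 0% = vehicle wells and 100% = reference activator wells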
MBD2 DNA inh: MBD2-methylated oligo binding inhibition; inhibition, % at 4.4 µM; TR-FRET, MBD2 binding to methylated oligonucleotide; hit rate 0.31% among 370,000; AID 686964; in the data active = inhibition above about 13%
DAX1 inh-2: inhibits human nuclear receptor DAX1. hit rate 0.99% among 340,000. inhibition, % at 6.75 µM. AID 504766. HEK293 Gal4-DAX1 luciferase reporter, luminescence;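 active = inhibition above the mean over all tested compounds plus 3 SD, cut at about 4.2% in these data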;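 also: 0% = DAX1-transfected cells with DMSO and 100% = empty-vector control cells with DMSO; inhibition shows as a rise in luminescence from relieved DAX1 repression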
hgDAF-12 ag: agonists of H. glycines DAF-12 nuclear receptor; hit rate 1.8% among 370,000; AID 687014; activation, % at 6.8 µM; HEK293 GAL4-hgDAF12 UAS-luciferase reporter, agonist luminescence; normalized to butyrate control;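 active = activation above a cutoff set at the mean of all screened compounds plus 3 SD, cut at about 10% in these data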;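 also: 0% = DMSO wells and 100% = sodium butyrate wells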
PLC-gamma1 inh: PLC-gamma1 (human) inhibition, primary screen. P19174. purified PLC-gamma1, fluorogenic substrate, fluorescence. inhibition, % at 12.2 µM. hit rate 0.84% among 370,000; in the data active = inhibition above about 9.5%
hcDAF12 agonist: activates DAF-12 receptor from parasite H. contortus. HEK293 hcDAF-12 lit1-tk-luc reporter, luminescence; 0% DMSO, 100% Δ7-dafachronic acid. activation, % at 6.8 µM. hit rate 1.4% among 370,000. AID 652067;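 active = activation above the mean of all tested compounds plus 3 SD, cut at about 5.5% in these data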;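 also: 100% = response to 3 µM Δ7-dafachronic acid high control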
NR1D1 modulator: modulates human Rev-erb alpha binding to DNA | Rev-erbα–FITC-DNA binding, fluorescence polarization, 90 min | hit rate 0.79% among 370,000 | AID 1259318 | P20393 | activity, % at 10 µM;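 active = activity above about 14%, limit read from the data; passing the limit was not always enough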;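 also: 0% = DMSO wells with 35 nM protein and 100% = DMSO wells with 750 nM protein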
ADAM17 inh: inhibits human ADAM17; recombinant ADAM17, EDANS/DABCYL FRET peptide cleavage; inhibition, % at 6.95 µM; hit rate 0.83% among 370,000; P78536;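 active = inhibition above the mean of compounds lying between control limits plus 3 SD, set per campaign, cut at about 8.5% in these data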;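 also: 0% = DMSO-only wells as the low control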
PLCb3 inh: inhibitors of human phospholipase C beta3; Q01970; Purified PLC-beta3, fluorogenic substrate, fluorescence; inhibition, % at 12.2 µM; hit rate 0.18% among 370,000; in the data active = inhibition above about 11%;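 also: 0% = median of compound wells on plate and 100% = full blocker control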
Target sequence (Q01970 whole entry, looked up): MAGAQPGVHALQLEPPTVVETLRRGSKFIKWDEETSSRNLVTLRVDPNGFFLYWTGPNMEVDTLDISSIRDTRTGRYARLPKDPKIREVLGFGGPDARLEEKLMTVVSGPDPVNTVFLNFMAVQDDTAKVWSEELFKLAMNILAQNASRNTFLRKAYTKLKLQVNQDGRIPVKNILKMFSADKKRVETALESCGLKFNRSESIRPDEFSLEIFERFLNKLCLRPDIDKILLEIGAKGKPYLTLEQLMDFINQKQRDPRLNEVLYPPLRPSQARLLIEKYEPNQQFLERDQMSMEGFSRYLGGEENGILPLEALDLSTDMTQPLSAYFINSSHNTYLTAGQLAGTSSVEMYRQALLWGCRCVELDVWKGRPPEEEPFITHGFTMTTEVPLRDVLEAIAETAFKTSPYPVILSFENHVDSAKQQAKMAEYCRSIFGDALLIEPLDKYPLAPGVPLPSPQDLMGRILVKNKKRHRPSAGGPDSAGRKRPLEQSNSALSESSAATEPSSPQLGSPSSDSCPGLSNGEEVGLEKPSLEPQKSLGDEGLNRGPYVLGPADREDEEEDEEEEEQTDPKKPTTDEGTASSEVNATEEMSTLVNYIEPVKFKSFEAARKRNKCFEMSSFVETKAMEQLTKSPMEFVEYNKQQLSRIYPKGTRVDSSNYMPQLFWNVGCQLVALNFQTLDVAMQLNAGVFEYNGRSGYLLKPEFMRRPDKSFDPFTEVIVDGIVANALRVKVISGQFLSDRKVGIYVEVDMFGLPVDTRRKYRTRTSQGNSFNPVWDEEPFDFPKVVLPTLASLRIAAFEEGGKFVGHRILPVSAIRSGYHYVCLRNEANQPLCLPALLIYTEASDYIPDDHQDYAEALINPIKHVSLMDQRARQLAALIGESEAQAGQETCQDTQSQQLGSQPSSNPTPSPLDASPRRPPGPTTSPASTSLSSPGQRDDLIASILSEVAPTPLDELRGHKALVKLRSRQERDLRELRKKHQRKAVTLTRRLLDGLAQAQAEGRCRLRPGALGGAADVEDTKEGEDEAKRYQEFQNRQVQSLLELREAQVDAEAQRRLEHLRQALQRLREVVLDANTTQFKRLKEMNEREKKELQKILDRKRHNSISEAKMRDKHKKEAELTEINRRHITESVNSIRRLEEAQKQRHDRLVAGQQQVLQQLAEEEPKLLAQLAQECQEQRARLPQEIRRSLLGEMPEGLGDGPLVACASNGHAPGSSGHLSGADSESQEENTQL
* marks the source's active call; other numbers are inactive results; / = no result given; & = joins results of further samples; ! = a repeat was not active.

SMILES | DAX1 inh-1 | ssDAF12 agonist | SMARCA2 act | MBD2 DNA inh | DAX1 inh-2 | hgDAF-12 ag | PLC-gamma1 inh | hcDAF12 agonist | NR1D1 modulator | ADAM17 inh | PLCb3 inh
CCCCC1=CC2=C(c3ccco3)C(=O)C(C)(OC(=O)c3ccc(OC)cc3)C(=O)C2=CN1CCCN(CC)CC (centres undefined) | 0.1 | -1.5 | -1 | -2 | 0.6 | 1.5 | -78 | -1.7 | -9 | -5 | -110
C=CCC(CC)C(=O)NC(=O)N1CCCc2ccccc21 (centres undefined) | -0.3 | -0.2 | 0 | 1 | -0.5 | 0.3 | 4 | 4.8 | -2 | -3 | -2
Cc1ccc(COC(=O)c2nn(C)c(=O)c3ccccc23)cc1 | -1.3 | -2.1 | -2 | -7 | -0.3 | -1.1 | 4 | -1.8 | 3 | 0 | -1
COc1ccc(NC(=O)COC(=O)CCc2nc3ccccc3c(=O)[nH]2)cc1Cl | -0.9 | -1.4 | -2 | -7 | -0.2 | 5.5 | -2 | -0.6 | -6 | -4 | -6
O=C(COc1ccc(Cl)cc1Cl)NN=C1CCCCC1 | -0.2 | -1.3 | 1 | -6 | 1.0 | -0.4 | 1 | -0.9 | 6 | 2 | 2
O=C(/C=C/c1ccccc1)NC(NC(=S)Nc1ccc(C(=O)O)cc1)C(Cl)(Cl)Cl (centres undefined) | -0.1 | -1.2 | 8 | 0 | 2.0 | 1.3 | 6 | 0.7 | 3 | 4 | 4
O=C(c1cccc(F)c1)N1C2C=CC(C2)C1(C(F)(F)F)C(F)(F)F (centres undefined) | -0.1 | -1.0 | 0 | -5 | 1.1 | -0.7 | 2 | -1.3 | 7 | -3 | 4
Cc1ccc(S(=O)(=O)N2CCN(C(C)C(=O)NCC(C)c3ccccc3)CC2)cc1 (centres undefined) | -1.3 | -1.0 | -4 | -1 | 0.7 | -1.5 | 0 | -0.3 | 6 | 0 | -5
O=C(NNc1nc2cc3c(cc2s1)OCCO3)c1ccccc1 | 1.1 | -0.8 | 1 | -3 | 1.1 | 5.9 | -4 | 2.4 | -3 | 4 | -4
CC1(C(=O)Nc2cccc(NS(C)(=O)=O)c2)CCN1CCc1ccccc1 (centres undefined) | -1.2 | -1.2 | -5 | 1 | / | -1.1 | 0 | -2.1 | -1 | 3 | -4
CC(C)c1ccc(NC(=O)C2(C)Cc3c(-c4ccc(C(N)=O)cc4)ccnc3O2)cc1 (centres undefined) | -2.5 | -1.6 | 5 | 1 | / | -2.0 | -6 | -3.0 | -5 | 5 | 3
O=C(Nc1cccc(Cl)c1Cl)c1ccccc1OCC(=O)N1CCOCC1 | 1.1 | 0.4 | -4 | 0 | 0.3 | 5.1 | 1 | 3.5 | 3 | 1 | -6
Cc1ccc2c(c1)[C@@H]1CN(C)CC[C@@H]1N2S(=O)(=O)c1ccc([N+](=O)[O-])cc1 | 0.3 | -1.1 | -1 | -6 | 0.7 | 1.4 | 2 | -0.3 | -7 | -4 | 2
CCOc1cc(C(N)=O)cc(OCC)c1OCC | 0.1 | -1.1 | -1 | -1 | 1.2 | -0.8 | 4 | -1.7 | -1 | -4 | 0
Cc1ccc(NC(=O)CCc2c(C)[nH]c(=O)c(C#N)c2C)cc1 | 0.1 | -1.1 | -1 | -1 | -0.3 | -0.4 | 0 | -1.5 | 1 | 0 | -4
COc1ccc2ccccc2c1CN(C)Cc1ccccc1 | 0.2 | -1.4 | 1 | 0 | -0.9 | 2.4 | 2 | 0.5 | -1 | -4 | -3
CCc1ccccc1NC(=O)c1ccc(S(=O)(=O)NCC2CCCO2)cc1 (centres undefined) | -0.2 | -1.4 | -6 | -2 | -1.5 | 0.1 | 0 | 0.0 | 0 | 0 | -4
CCOC(=O)C1CCN(CC(O)COc2ccc(C(C)(C)CC)cc2)CC1 (centres undefined) | -0.3 | -1.1 | -2 | -5 | -0.4 | 3.4 | 12* | -0.3 | 0 | 3 | 8
CCOc1ccc(C(=O)Nc2nncs2)cc1OCC | 0.1 | -1.7 | -4 | -3 | 0.4 | 0.2 | 9 | -0.9 | -1 | 0 | -1
COC(=O)Nc1ccc2c(c1)N(C(=O)CCN1CCN3CCCC3C1)c1ccccc1CC2 (centres undefined) | 0.3&0.7 | -0.5&-1.6 | 0&0 | 0&-7 | -0.1&0.7 | 18*! | 1&7 | -0.5&-0.1 | -3&1 | -2&-1 | -2&5
COc1ccc(Cc2nnc(NCCO)[nH]c2=O)cc1 | 1.5 | -1.0 | 0 | -1 | 0.3 | -1.9 | 0 | -1.2 | -2 | 3 | 1
CC1CCCCN1CCNC(=O)C1CCN(S(=O)(=O)c2cccc3cccnc23)CC1 (centres undefined) | -0.3 | -0.5 | 0 | 1 | 1.2 | -1.5 | -6 | 1.3 | -8 | -6 | -16
COC(=O)c1ccc(Oc2ccc(S(=O)(=O)N3CCCCC3)cc2N)cc1 | -1.3 | -2.0 | -4 | 3 | -3.0 | -5.8 | 2 | -5.2 | -6 | 0 | -8
COc1cccc(CNC(=O)C2CSC3(C)CCC(=O)N23)c1 (centres undefined) | 0.3 | -1.1 | 4 | -2 | 0.1 | 0.6 | -2 | -0.2 | 7 | -2 | -3
CCc1cc2c(=O)c(-c3nc4ccccc4n3C)c(C)oc2c(CN(CC)CC)c1O | -0.8 | -1.7 | 1 | 4 | -0.1 | -0.8 | -300 | -2.3 | -2 | -126 | -341
Cc1nn(-c2ccccc2)c2c1C(O)CC(C)(C)C2 (centres undefined) | 0.2 | -0.7 | 2 | -2 | -0.6 | -0.7 | 0 | 0.9 | 10 | -5 | -2
CC(=O)c1cccc(S(=O)(=O)N2CCCC(c3nc4c(nnn4Cc4cccc(Cl)c4)c(=O)[nH]3)C2)c1 (centres undefined) | -0.5 | -1.5 | -1 | 5 | 0.6 | -2.1 | 1 | -2.9 | -4 | 6 | -3
CC(C(=O)NC1CCCCCC1)c1ccc([N+](=O)[O-])cc1 (centres undefined) | -0.4 | -1.0 | -1 | 3 | -0.3 | 1.0 | 0 | 1.1 | -2 | 0 | -6
Cn1c(CNc2ccc(F)cc2)nnc1SCC(=O)NNC(=O)Cc1ccccc1 | 0.5 | -0.9 | -3 | 0 | 2.6 | 5.6 | -2 | 3.1 | -3 | -3 | -3
O=C(NCc1ccccn1)C(=O)NN=C1CCCCCCC1 | -0.1 | -1.3 | -4 | 1 | 2.1 | -2.7 | 6 | 1.8 | 2 | 7 | 5
CN1C(=O)[C@@H]2[C@@H]3C[C@@H]([C@H]4ON=C(c5ccc(Cl)cc5Cl)[C@@H]34)[C@@H]2C1=O | -0.7 | -0.2 | -2 | -7 | -0.6 | 0.4 | -1 | -1.8 | 6 | -2 | -9
Cc1ccc2c(c1)N(Cc1ccc([N+](=O)[O-])cc1)C=NS2(=O)=O | -0.1 | -1.8 | -1 | 2 | -0.2 | -0.2 | 1 | -1.3 | -1 | -1 | -2
CS(=O)(=O)Nc1ccc(F)cc1 | 0.4 | -1.1 | -2 | 2 | / | 2.8 | -1 | -0.2 | -1 | -6 | 2
COc1cc2[nH]c(=O)n(CCC(=O)NCCCN3CCN(c4ccccc4F)CC3)c(=O)c2cc1OC | 0.5 | -1.6 | -2 | -1 | 0.9 | -1.3 | -2 | -0.5 | 0 | -10 | -9
Cc1ccc(C(=O)N/N=C/c2ccc(-c3ccccc3[N+](=O)[O-])o2)cn1 | -1.1 | -1.6 | -1 | -11 | 0.5 | -1.9 | -15 | 1.3 | 2 | 2 | -12
CCC(=O)Nc1nc2ccccc2n1Cc1ccc(C)cc1 | -1.1 | -1.4 | -4 | 3 | -0.4 | -1.1 | -1 | -0.9 | 1 | -3 | 1
CCC(C(=O)NC(C)(C)C)N(Cc1ccc(F)cc1)C(=O)c1snc(C(N)=O)c1N (centres undefined) | -0.5 | -1.0 | 0 | -1 | -0.3 | 2.1 | -45 | -0.1 | -5 | -32 | -63
CC1=C(C)CC2C(=O)N(Cc3ccccc3)C(=O)C2C1 (centres undefined) | 0.1 | -0.7 | -1 | -4 | -0.3 | -1.1 | 0 | -1.2 | -4 | -4 | -2
CCOP(=O)(OCC)C(NC(=O)c1cccs1)C(F)(F)F (centres undefined) | -0.5 | -1.0 | 3 | 4 | 0.1 | -2.6 | -4 | -0.2 | 3 | -54 | -1
O=C1Nc2ccc(F)cc2C12Nc1ccccc1-c1nnc(SCc3ccccc3)nc1O2 (centres undefined) | -0.1 | -0.6 | 3 | -11 | 0.2 | -0.3 | -4 | 5.6* | 5 | -2 | -3
Cc1oc2c(C)c3oc(=O)c4c(c3cc2c1C)CCC4 | 0.3 | -0.8 | -1 | -1 | -0.7 | 0.8 | -12 | -0.6 | 46* | -5 | -13
Cc1cccc(NC(=O)C2C3C=CC4(O3)C2C(=O)N(CCCN2CCCC2)C4C(=O)NC2CCCC(C)C2C)c1 (centres undefined) | 0.0&0.6 | -0.9&-1.3 | -2&-1 | 3&2 | 0.1 | -1.9&0.4 | 2&0 | -1.0&-0.9 | 3&-2 | -2&-3 | -4&2
CCCCCCSc1nsc(N)n1 | 0.1 | -0.9 | 3 | -1 | -0.6 | 3.1 | 2 | 2.4 | 4 | 2 | 1
